Tb PYK inh – qHTS of Trypanosoma Brucei Inhibitors. pyruvate kinase (Trypanosoma brucei), Q57TT1. TbPYK enzyme, Kinase-Glo Plus ATP luminescence, 45 min. Potency, µM (doses to about 76.8 µM), inactives show at the top dose activity, negative = inhibition, actives largely listed as inhibitors. 410,000 compounds, 0.12% hits. AID 624173, 2012; note: nearly all actives have a fitted effect of over 50% in size
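Quantitative HTS: titrated library compounds versus trypanosomal pyruvate kinase in TEA buffer (pH 7.2) containing KCl, MgCl2, BSA and Tween-20. Reactions were initiated with ADP, 130 uM final. Kinase-Glo Plus luminescence was read after 45 min at RT.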
HCV inhibitor – qHTS Assay for Inhibitors of Hepatitis C Virus (HCV); Huh7.5.1 HCVcc-Cre infection, luciferase reporter, 44 h; Potency, µM (titrated, usually from 41.8 µM), without a hit: at the top dose activity change, negative = inhibition, hits mostly inhibitors; 340,000 compounds, 3.4% hits; AID 651820, 2012
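Whole-lifecycle infectious HCVcc-Cre system; cells 1,000/well, compound then virus (~0.5 moi) added 4 h after plating, 44 h culture. Luciferase read 15 sec following 15 min substrate incubation, room temp.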
* hit, by the source's call; ? = inconclusive; [ ] = another dose, or the depositor's remark. Calls come from the whole dose curve; as a rule, active = well fitted curve in the direction sought with a large enough effect; inconclusive = small, poorly fitted or top-dose-only effect, or another doubt; inactive = no such curve, though single readings can be large; an effect the other way counts as inactive or inconclusive. % is set by controls: 0 for no effect and ±100 for the full control effect; potency is the fitted concentration of half-maximal effect.

cpd	SMILES	Tb PYK inh	HCV inhibitor
1	C[C@H](NS(=O)(=O)c1ccccc1F)C(=O)OCC(=O)Nc1ccc2c(c1)OCCO2	-7%	?
2	C#CCOCCOCCOCCNc1nc(N2CCN(C(=O)Cn3cc(CCO)nn3)CC2)nc(N2CCN(C(=O)Cn3cc(CCCN=C(N)N)nn3)CC2)n1	-1%	43%[activator]
3	O=C(Nc1nccs1)C1=COCCO1	-5%	14%
4	CC(C)NC(=O)N(C)C[C@H]1Oc2ccc(NC(=O)Nc3ccc(C(F)(F)F)cc3)cc2C(=O)N([C@H](C)CO)C[C@@H]1C	0%	16%
5	COC(=O)C1=CO[C@@H](C)[C@H]2CN3CC[C@]4(C(=O)Nc5ccccc54)[C@@H]3C[C@H]12	1%	28%
6	Cc1noc(C)c1COc1ccccc1C(=O)N1CCN(S(=O)(=O)c2ccccc2Br)CC1	-3%	?
7	CCC1CCC2(CC1)NC(=O)N(CC(=O)NCc1ccc(Cl)cc1)C2=O (stereo unspecified)	-5%	-22%
8	Cc1ccc(NC(=O)NC(=O)COc2c(F)c(F)cc(F)c2F)c(C)c1	1%	-2%
9	O=C(O)C(c1ccccc1)C1(O)CCC1 (stereo unspecified)	9%	11%
10	C[C@H]1CN([C@@H](C)CO)C(=O)c2cccc(NC(=O)C3CC3)c2O[C@H]1CN(C)S(=O)(=O)c1cccs1	6%	18%
11	O=C(NCc1ccccc1CN1CCOCC1)c1ccc(-n2cccn2)cc1	-5%	?
12	O=C1NCCCCC1(Cl)Cl	-8%	4%
13	O=[N+]([O-])c1ccc2nc[nH]c2c1	3%	-11%
14	CC(=O)C(Cc1ccccc1)NC(=O)COc1ccc2c(c1)OCO2 (stereo unspecified)	-6%	-14%
15	CCOC(=O)/C=C1\SCC(=O)N1CC(=O)Nc1cc(S(=O)(=O)N(C)C)ccc1C	-3%	-3%
16	CC(NC(=O)COC(=O)c1cccnc1Cl)C12CC3CC(CC(C3)C1)C2 (stereo unspecified)	2%	12%
17	Cn1c(SCC(=O)Nc2ccc(C(=O)O)cc2)nc2scc(-c3ccccc3Cl)c2c1=O	1%	-1%
18	O=C(COC(=O)C1CC2C=CC1C2)Nc1ccc([N+](=O)[O-])cc1 (stereo unspecified)	-1%	5%
19	COc1cccc2c1C(CCCC(=O)O)CCC2 (stereo unspecified)	-5%	5%
20	COc1ccc(-c2noc(CCCC(=O)N3CCN(c4cc(C)ccc4C)CC3)n2)cc1	-2%	?
21	Cc1ccc(S(=O)(=O)N(OCc2ccccc2)C(C)C(=O)O)cc1 (stereo unspecified)	6%	22%
22	COc1ccc(CC(=O)OCC(=O)NCc2ccc(C)cc2)cc1OC	2%	7%
23	O=[N+]([O-])c1ccc(C=NNc2ccccc2)cc1	1%	-6%
24	COc1ccc(S(=O)(=O)N2CCOCC2)cc1NC(=O)c1ccc(S(=O)(=O)N(C)c2ccccc2OC)cc1	5%	-19%
25	COc1ccccc1/C=C/C(=O)OCC(=O)NCc1ccc2c(c1)OCO2	-15%	-2%
26	COC(=O)C=C1CCC2C3CCC4=CC(=O)C(Br)CC4(C)C3C(=O)CC12C (stereo unspecified)	-1%	?
27	O=C(O)CC1CCC1CC(=O)O (stereo unspecified)	-3%	25%
28	C=C1CCN([C@@H](CC(C)C)C(=O)NCCC(C)C)S(=O)(=O)c2ccccc21	5%	?
29	O=C(O)c1cc([N+](=O)[O-])cc2ccccc12	-12%	7%
30	CN(C)S(=O)(=O)c1ccc(Cl)c(NC(=O)CNC2(C)CCS(=O)(=O)C2)c1 (stereo unspecified)	-2%	-1%
31	O=C(C[C@@H]1C/C=C\C[C@H](Cc2ccc(F)cc2)C(=O)OC[C@H]2CCCN2C1=O)NCCO	7%	11%
32	CC(C)c1ccccc1NC(=S)NC(=O)C1CCCCC1	-5%	?
33	CC(C)=CCC/C(C)=C/CNC(=O)CC1C[C@H](C(=O)N(C(C)C)C(C)C)[C@@]2(C)c3[nH]c4ccccc4c3CCN2C1=O (stereo partly specified)	2%	-4%
34	O=C(CC(=O)Nc1ccccc1)Nc1ccccc1	-1%	-2%
35	C#Cc1ccc([C@@H]2C=C(C(=O)N3CCOCC3)O[C@H](OCc3ccc(CO)cc3)C2)cc1	4%	-1%
36	O=c1oc(C2(O)CCCCC2)cc2ccc(-c3ccc4[nH]ccc4c3)cc12	3%	1.1µM*
37	O=C(CSc1nnc(NC(=O)c2ccccc2[N+](=O)[O-])s1)NC1CCCC1	-21%	28%
38	CC1O[C@@H](OC2C(COC3OC(CO)C(O)[C@H](O)C3O)OC(OC3CC[C@]4(C)C(CC[C@@]5(C)[C@@H]4CC=C4[C@@H]6CC(C)(C)CC[C@]6(CO)C(O)C[C@]45C)C3(C)C)C(O)C2O)C(O)C(O)C1O (stereo partly specified)	-7%	21%
39	CC(=O)c1cc2c(cc1NC(=O)Cc1c(C)noc1C)OCO2	-2%	?
40	CC(C)(C)OC(=O)C[C@H]1C/C=C\C[C@H](CC(=O)N[C@H](CO)Cc2ccccc2)C(=O)N2CCC[C@H]2COC1=O	5%	-18%
41	CCN(c1ccccc1)S(=O)(=O)c1ccc(C(=O)NCC(c2ccccc2OC)N2CCCC2)cc1 (stereo unspecified)	-6%	25µM*
42	CCCCN1CC(COc2ccccc2)Oc2cccc(F)c2S1(=O)=O (stereo unspecified)	1%	?
43	C=CCn1c(SCC(=O)N2CCOCC2)nc2sc(CC)cc2c1=O	1%	-5%
44	O=C(/C=C/c1ccc2c(c1)S(=O)(=O)N(Cc1ccccc1)[C@H]2CC(=O)N1CCOCC1)N1CCOCC1	2%	23%
45	CN=C1S/C(=C\c2cccn2-c2cccc(Br)c2)C(=O)N1C	4%	-29%
46	CCOC(=O)/C=c1/s/c(=C/c2ccccc2OC)c(=O)n1CC(=O)N1CCOCC1	1%	1%
47	CN1CCN(C(=O)c2ccc(-c3nn(C)c(=O)c4ccccc34)cc2)CC1	38%[activator]	-18%
48	CC(=O)Nc1ccc2c(c1)C(=Nc1cccc(C)c1)c1ccccc1-2	0%	?
49	COc1ccc(NC(=O)CNC(=O)c2ccco2)cc1S(=O)(=O)Nc1cc(C)ccc1Br	12%	?
50	O=C(NNC(=O)c1cccc2ccccc12)c1cccc(Br)c1	-1%	-17%
51	CC1=CC(C)(C)NC(=S)N1CCO	8%	2%
52	Cn1c(=O)[nH]c2ncn(C)c2c1=O	-5%	3%
53	Cc1ccc(C)c(NC(=S)NCCN2CCOCC2)c1	1%	0%
54	C=CCCC1CN(CCCC)S(=O)(=O)c2c(F)cccc2O1 (stereo unspecified)	-17%	-8%
55	CC(C)[C@H]1COCCS(=O)(=O)N1Cc1ccccc1-c1ccccc1	-17%	-19%
56	O=C(C[C@H]1C[C@H](C(=O)N2CCOCC2)[C@@]2(CCC3CCCC3)c3[nH]c4ccc(Cl)cc4c3CCN2C1=O)NCCN1CCOCC1	-1%	-5%
57	CC(NC(=O)COC(=O)CN1C(=O)C2CCCCC2C1=O)c1ccccc1 (stereo unspecified)	4%	34%[activator]
58	NC(=O)c1ncn([C@@H]2O[C@H](CNCc3ccccc3OCc3ccc(Cl)cc3Cl)[C@@H](O)[C@H]2O)n1	0%	-5%
59	O=C(COC(=O)C12CC3CC(CC(Br)(C3)C1)C2)Nc1cccc(S(=O)(=O)N2CCOCC2)c1	-2%	?
60	CCCCCCCCNS(=O)(=O)CCNC1CC1	-4%	-26%

Next part:
cpd	SMILES	Tb PYK inh	HCV inhibitor
61	C[C@@H]1CN[C@H](CCO)/C1=C\c1ccccc1	4%	45%[activator]
62	CC(=O)Oc1ccc(-c2cc3c(OC(C)=O)cc(OC(C)=O)cc3oc2=O)cc1	2%	12%
63	COC(=O)[C@@]12CCCCN1[C@H](c1ccc(-c3ccc4c(c3)OCO4)cc1)[C@H]1C(=O)N(C)C(=O)[C@H]12	-4%	5%
64	Cc1ccc(S(=O)(=O)NCCC(=O)NNc2c(F)c(F)cc(F)c2F)cc1	-6%	-20%
65	Cc1c(NC(=O)Nc2ccc(Cl)c(Cl)c2)sc(=S)n1C	-4%	?
66	CCOc1ccc(NS(=O)(=O)c2ccc(NC(=O)c3ccccc3C(=O)O)cc2)cc1	-1%	-2%
67	O=C(NC(=O)c1c(F)cccc1F)Nc1cccc(Oc2ncc(Cl)cn2)c1	-8%	23%
68	Cc1cc(C(=O)NNC(=O)[C@H](C)NC(=O)c2ccc(Br)cc2)c(C)o1	1%	-2%
69	CC1CCC(CC(=O)O)(C(=O)O)CC1 (stereo unspecified)	-1%	5%
70	Cc1ccc(S(=O)(=O)N2CCN(C(=O)COC(=O)c3cc([N+](=O)[O-])ccc3NCCO)CC2)c(C)c1	3%	?
71	CC(=NNC(=O)c1ccncc1)c1ccc(Cl)c(Cl)c1	-3%	-9%
72	COc1cc2cnc(CCO[C@H]3CCCCO3)cc2cc1OC	-5%	14%

Two entries from above, field by field.
65. Cc1c(NC(=O)Nc2ccc(Cl)c(Cl)c2)sc(=S)n1C
  Tb PYK inh: -4%	HCV inhibitor: ?
69. CC1CCC(CC(=O)O)(C(=O)O)CC1 (stereo unspecified)
  Tb PYK inh: -1%	HCV inhibitor: 5%

Further records:
cpd	SMILES	Tb PYK inh	HCV inhibitor
73	C=C1CCN([C@@H](CC(C)C)C(=O)NCc2ccco2)S(=O)(=O)c2ccccc21	-4%	-8%
74	NC1=NC[C@@H](Cc2ccc(O)cc2)N1CCC12CC3CC(CC(C3)C1)C2	-1%	?
75	O=C1CC(c2ccccc2)C(=O)N2C(=O)CC(c3ccccc3)C(=O)N12 (stereo unspecified)	-5%	17%
76	CC(C)(C)S(=O)(=O)N1Cc2cc(CO)cc(CCO)c2[C@H]1CCO	0%	14%
77	CCOC(=O)c1c(C)[nH]c(C)c1C(=O)COC(=O)c1cccs1	-3%	-13%
78	Oc1ccc2ccccc2c1/C=C/c1ccc2c(Br)cc(Br)c(O)c2n1	-3%	?
79	COc1ccc(CC2(c3ccccc3)NC(=O)NC2=O)cc1 (stereo unspecified)	-1%	-19%
80	CC(=O)OC(C)C1C2=C(C(=O)CC1(C)O)C(=O)c1c(ccc(-c3ccc4c(c3O)C(=O)C3=C(C4=O)C(C(C)OC(C)=O)C(C)(O)CC3=O)c1O)C2=O (stereo unspecified)	-15%	?
81	CCOC(=O)C1=CNS(=O)(=O)NC1c1ccccc1 (stereo unspecified)	-13%	3%
82	Cc1ccc(C(=O)N2CCC3CC2c2cc(-c4ccc5c(c4)OCO5)ccc23)cc1 (stereo unspecified)	-7%	20%[8.37 µM]
83	CCOc1cc2c(cc1OCC)C(c1ccc(F)cc1)NCC2 (stereo unspecified)	-1%	9%
84	Cc1ccc(S(=O)(=O)Nc2c(C)n(C)n(-c3ccccc3)c2=O)cc1C(=O)NCc1ccco1	-3%	32µM*
85	CC(C)(C)OC(=O)N1CCC(C(=O)Nc2ccc(C(=O)N3CCCCC3)cc2)CC1	-7%	24%[8.37 µM]
86	CC(=O)Nc1ccccc1-c1ccccc1[N+](=O)[O-]	-1%	-1%
87	O=[N+]([O-])c1ccc(COc2ccc(CN3CCCC3)cc2)cc1	1%	?
88	C[C@@H]1O[C@@H](OC[C@@H]2O[C@H](Oc3c(-c4ccc(O)cc4)oc4cc(O)cc(O)c4c3=O)[C@@H](O)[C@H](O)[C@H]2O)[C@H](O)[C@H](O)[C@H]1O	0%	0%
89	Cn1c(=O)c2c(nc(CN3CCc4ccccc4C3)n2Cc2ccc(F)cc2)n(C)c1=O	6%	?
90	COc1ccc(S(=O)(=O)Nc2ccc3c(c2)C(=O)N([C@H](C)CO)C[C@H](C)[C@@H](CN(C)C(=O)NC(C)C)O3)cc1	0%	13%
91	Cc1cc(=O)[nH]c(NC(=O)Cc2ccccc2)n1	-3%	9%
92	COc1cccc2c(O)c(-c3ccccc3)c(=O)[nH]c12	-18%	9%
93	COC(=O)CCC(=O)OC1(C)C(=O)C=C2C=C(c3ccsc3)OC=C2C1=O (stereo unspecified)	-4%	33%[activator][8.37 µM]
94	CN(C(=O)COC(=O)c1ccc(Br)c(S(=O)(=O)N2CCOCC2)c1)C1CCCCC1	11%	-7%
95	NS(=O)(=O)c1cccc(NC(=O)CSc2nnc(-c3ccncc3)n2C2CC2)c1	-3%	9%

Some of the entries so far, field by field:
87	O=[N+]([O-])c1ccc(COc2ccc(CN3CCCC3)cc2)cc1
- Tb PYK inh: 1%
- HCV inhibitor: ?
88	C[C@@H]1O[C@@H](OC[C@@H]2O[C@H](Oc3c(-c4ccc(O)cc4)oc4cc(O)cc(O)c4c3=O)[C@@H](O)[C@H](O)[C@H]2O)[C@H](O)[C@H](O)[C@H]1O
- Tb PYK inh: 0%
- HCV inhibitor: 0%
89	Cn1c(=O)c2c(nc(CN3CCc4ccccc4C3)n2Cc2ccc(F)cc2)n(C)c1=O
- Tb PYK inh: 6%
- HCV inhibitor: ?
90	COc1ccc(S(=O)(=O)Nc2ccc3c(c2)C(=O)N([C@H](C)CO)C[C@H](C)[C@@H](CN(C)C(=O)NC(C)C)O3)cc1
- Tb PYK inh: 0%
- HCV inhibitor: 13%

Bioassay records (PubChem)

An excerpt, so the mix of outcomes need not match the whole.
